Shiga toxin inh – Shiga toxin inhibition; Vero cells, Shiga toxin protein synthesis inhibition reporter; inhibition, % at 38.7 µM; actives 9.2% (n = 290,000); AID 2315; in the data active = inhibition mostly above about 28%, no sharp cut-off; inactive = mostly below about 43%; note: 0% is about no effect
AmpC no deterg – inhibitors of E. coli AmpC beta-lactamase without detergent; AmpC nitrocefin hydrolysis, absorbance 480 nm, 0.0001% Triton; Potency, µM (doses to about 57.1 µM), without a hit: at the top dose activity change, negative = inhibition, usual class: inhibitors; actives 0.52% (n = 330,000);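 note: potency is the fitted concentration of half-maximal effect; plate controls were no compound for no effect and no enzyme for full effect; nearly all actives have a fitted effect of over 20% in size; some results filed as inactive show a strong effect at the top dose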
Target sequence (P00811 whole entry, looked up): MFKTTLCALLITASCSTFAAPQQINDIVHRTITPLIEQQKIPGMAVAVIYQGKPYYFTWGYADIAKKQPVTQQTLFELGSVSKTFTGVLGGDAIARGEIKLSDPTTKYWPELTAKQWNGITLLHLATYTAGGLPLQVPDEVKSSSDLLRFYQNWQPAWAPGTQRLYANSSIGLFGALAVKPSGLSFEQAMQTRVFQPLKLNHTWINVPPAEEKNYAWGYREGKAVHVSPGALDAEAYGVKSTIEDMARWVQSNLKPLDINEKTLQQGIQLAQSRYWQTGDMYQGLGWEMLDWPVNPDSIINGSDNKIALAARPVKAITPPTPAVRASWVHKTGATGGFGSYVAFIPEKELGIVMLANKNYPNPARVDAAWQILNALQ
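AmpC (5.3 nM in the dispensed reagent) in 20 mM phosphate pH 7.0 with 0.01% (detergent screen) or 0.0001% Triton X-100 was preincubated with compounds for 15 min at room temperature. Nitrocefin was then added from an 800 uM solution, and hydrolysis was followed at 480 nm.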
LmPK inh – LmPK (Leishmania mexicana) enzyme inhibition; AID 1721; purified LmPK, Kinase-Glo ATP luminescence, 1 h; Potency, µM (doses to about 57.5 µM), for the others: at the highest dose activity change, negative = inhibition, most hits filed as inhibitors; actives 0.37% (n = 290,000); Q27686; note: potency is the fitted concentration of half-maximal effect; % is set by controls: 0 for no effect and ±100 for the full control effect
Target sequence (Q27686 whole entry, looked up): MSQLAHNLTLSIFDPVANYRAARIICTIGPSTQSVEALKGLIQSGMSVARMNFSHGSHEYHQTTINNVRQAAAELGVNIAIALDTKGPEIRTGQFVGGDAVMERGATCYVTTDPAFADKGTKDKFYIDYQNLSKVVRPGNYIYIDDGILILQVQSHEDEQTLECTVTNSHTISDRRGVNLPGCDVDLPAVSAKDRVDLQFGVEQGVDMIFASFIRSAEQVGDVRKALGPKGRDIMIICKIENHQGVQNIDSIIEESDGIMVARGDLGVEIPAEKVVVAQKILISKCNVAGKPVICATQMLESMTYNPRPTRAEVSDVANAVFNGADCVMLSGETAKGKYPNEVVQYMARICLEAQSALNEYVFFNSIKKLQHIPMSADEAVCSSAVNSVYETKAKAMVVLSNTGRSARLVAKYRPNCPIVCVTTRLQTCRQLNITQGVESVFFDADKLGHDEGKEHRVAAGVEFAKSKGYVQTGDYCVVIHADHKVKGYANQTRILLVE
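Kinase-Glo luminescence read after 1 h RT reaction of 0.1 nM LmPK with 0.5 mM PEP and 0.1 mM ADP. Activity scaled between uninhibited and enzyme-free controls.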
Pf growth 48h – P. falciparum growth inhibition at 48 hours (one generation) | P. falciparum luciferase growth in erythrocytes, 48 h | actives 5.9% (n = 310,000) | Potency, µM (top dose mostly 28.7 µM), inactives show top-dose activity change, negative = inhibition, hits mostly inhibitors; note: potency is the fitted concentration of half-maximal effect; % is set by controls: 0 for no effect and ±100 for the full control effect
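A one-generation exposure of luciferase-tagged malaria parasites in RPMI 1640/Albumax erythrocyte culture, 37 C and 5% CO2. Inhibition is inferred from decreased luminescence after adding detection reagent.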
CHX counter – counter-screen for Shiga toxin inhibitors: cycloheximide protein synthesis inhibition | cell reporter, cycloheximide protein synthesis inhibition counterscreen | actives 12% (n = 300,000) | max response, % | AID 2314; in the data active = max response mostly above about 13%, no sharp cut-off; inactive = mostly below about 14%; note: read at 38.3 µM for the half of the compounds with a filed dose; 0% is about no effect
Tb PYK inh – blocks Trypanosoma brucei pyruvate kinase | Q57TT1 | TbPYK enzyme, Kinase-Glo Plus ATP luminescence, 45 min | AID 624173 | actives 0.12% (n = 410,000) | Potency, µM (doses to about 76.8 µM), for inactives: at the top dose activity, negative = inhibition, usual class: inhibitors; note: potency is the fitted concentration of half-maximal effect; % is set by controls: 0 for no effect and ±100 for the full control effect; nearly all actives have a fitted effect of over 50% in size
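Luminescence from Kinase-Glo Plus, added after a 45-minute room-temperature reaction, served as the end-point read-out. The enzyme and substrate were preincubated with compound before ADP (130 uM final) initiated turnover. Concentration-effect curves came from normalized qHTS data.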
Pf growth 96h – inhibits malaria parasite growth, 96 h; actives 6.9% (n = 320,000); P. falciparum luciferase reporter growth, 96 h; Potency, µM (highest dose often 28.7 µM), inactives show top-dose activity change, negative = inhibition, actives largely listed as inhibitors; note: potency is the fitted concentration of half-maximal effect; % is set by controls: 0 for no effect and ±100 for the full control effect
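Parasite growth measured via integrated firefly luciferase reporter in P. falciparum. Infected erythrocytes at 2% hematocrit, 0.05% parasitemia final were treated 96 hours at 37 C under 5% CO2, and luminescence was read.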
Numbers without * were called inactive; [ ] = dose if it differs, or a comment. Unless noted, calls come from the whole dose curve; as a rule, active = well fitted curve in the direction sought with a large enough effect; inconclusive = small, poorly fitted or top-dose-only effect, or another doubt; inactive = no such curve, though single readings can be large; an effect the other way counts as inactive or inconclusive.

How did CC(=O)c1cnc(Nc2ccc(C)cc2)s1 do in these assays?
Shiga toxin inh: 45*; AmpC no deterg: -10%; LmPK inh: -2%; Pf growth 48h: 49%[activator]; CHX counter: 30*; Tb PYK inh: 2%; Pf growth 96h: 59%[activator]

What do the screens show for `O=C(c1cccc(Cl)c1)N1CCCC(C(=O)N2CCN(c3ccccc3)CC2)C1` (stereo not drawn)?
Shiga toxin inh: 50*; AmpC no deterg: 95%[activator]; LmPK inh: 9%; Pf growth 48h: -24%; CHX counter: 24*; Tb PYK inh: 4%; Pf growth 96h: 11%

Results for CCC1(C(=O)OC)NC(c2ccco2)C2C(=O)N(c3ccc(C)cc3)C(=O)C21 (stereo not drawn) ?
Shiga toxin inh: 33; AmpC no deterg: -14%; LmPK inh: 0%; Pf growth 48h: 3%; CHX counter: -1; Tb PYK inh: -5%

How did CCO[C@@H]1OC(C(=O)N2CCN(C)CC2)=C[C@H](C2CCCCC2)[C@H]1CCCO do in these assays?
Shiga toxin inh: -10; AmpC no deterg: 106%[activator]; LmPK inh: 2%; Pf growth 48h: -2%; CHX counter: -4; Tb PYK inh: -3%; Pf growth 96h: -20%

How did COc1ccc(CN2CC(C(=O)NCCCN3CCCCC3)CC2=O)cc1 (stereo not drawn) do in these assays?
Shiga toxin inh: 7; AmpC no deterg: -17%; LmPK inh: 0%; Pf growth 48h: 23%; CHX counter: -1; Tb PYK inh: 3%; Pf growth 96h: -3%

How did CCN(CC)CCNC(=O)c1c(O)c2c([nH]c1=O)CCCC2 do in these assays?
Shiga toxin inh: 26; AmpC no deterg: -18%; LmPK inh: -2%; Pf growth 48h: -4%; CHX counter: 6; Tb PYK inh: -10%; Pf growth 96h: 34%[activator]

How did C=CCN(C(=O)Nc1ccc(OC)cc1)c1nnc(-c2ccncc2)s1 do in these assays?
Shiga toxin inh: 34; AmpC no deterg: 105%[activator]; LmPK inh: 0%; Pf growth 48h: 32%[activator]; CHX counter: 10; Tb PYK inh: 4%; Pf growth 96h: inconclusive

Results for Cc1ccc(OCC(=O)NCCc2nc3ccccc3[nH]2)c(C)c1 ?
Shiga toxin inh: 31; AmpC no deterg: 43%; LmPK inh: -2%; Pf growth 48h: 0%; CHX counter: 11; Tb PYK inh: 1%; Pf growth 96h: inconclusive

Results for N#CC1=C(N)Oc2n[nH]c(-c3ccc(F)cc3)c2C1c1cccnc1 (stereo not drawn) ?
Shiga toxin inh: -14; AmpC no deterg: -21%; LmPK inh: 12%; CHX counter: -2; Tb PYK inh: -2%; Pf growth 96h: 5.9µM*

What do the screens show for `COc1cccc(NC(=O)c2ccc3c(SCC(=O)O)c4c(nc3c2)CCCC4)c1`?
Shiga toxin inh: -10; AmpC no deterg: -21%; LmPK inh: 6%; Pf growth 48h: inconclusive; CHX counter: -1; Tb PYK inh: -2%; Pf growth 96h: 22%

How did O=C(Nc1ccnn1C1CCN(Cc2c[nH]c3ccccc23)CC1)c1ccccc1 do in these assays?
Shiga toxin inh: -2; AmpC no deterg: 38%; LmPK inh: 1%; Pf growth 48h: inconclusive; CHX counter: 1; Tb PYK inh: 0%; Pf growth 96h: 29%

What do the screens show for `CCn1c(SCC(=O)OC(C)C)nnc1-c1ccccc1OC`?
Shiga toxin inh: -14; AmpC no deterg: -8%; LmPK inh: -6%; Pf growth 48h: -20%; CHX counter: 12; Tb PYK inh: -1%; Pf growth 96h: 35%[activator]

What do the screens show for `CSc1nnc(-c2cc3ccccc3cc2O)n1C`?
Shiga toxin inh: 2; AmpC no deterg: -27%; LmPK inh: 0%; Pf growth 48h: 2.1µM*; CHX counter: 0; Tb PYK inh: -15%

What do the screens show for `O=C(CCS(=O)(=O)c1ccccc1)NCc1ccccc1`?
Shiga toxin inh: 29; AmpC no deterg: -13%; LmPK inh: -8%; Pf growth 48h: 40%[activator]; CHX counter: 14; Tb PYK inh: 3%; Pf growth 96h: 17%

What do the screens show for `Nn1c(CSc2nc3ccccc3o2)nnc1CSc1nc2ccccc2o1`?
Shiga toxin inh: -10; AmpC no deterg: 55%; LmPK inh: 5%; Pf growth 48h: 18%; CHX counter: -3; Tb PYK inh: 3%; Pf growth 96h: inconclusive

What do the screens show for `CSC1=C(C#N)C(=O)NC(c2ccc(Cl)cc2)S1` (stereo not drawn)?
Shiga toxin inh: -16; AmpC no deterg: -7%; LmPK inh: -1%; Pf growth 48h: -7%; CHX counter: 1; Tb PYK inh: 2%; Pf growth 96h: 30%[activator]

Results for CCOC(=O)N1CCN(CCC(=O)Nc2cc([N+](=O)[O-])ccc2OC)CC1 ?
Shiga toxin inh: -7; AmpC no deterg: -20%; LmPK inh: 0%; Pf growth 48h: -9%; CHX counter: -3; Tb PYK inh: 2%; Pf growth 96h: inconclusive

How did CCOc1ccc([N+](=O)[O-])c(N)c1 do in these assays?
Shiga toxin inh: -14; AmpC no deterg: -17%; LmPK inh: -2%; Pf growth 48h: -5%; CHX counter: -1; Tb PYK inh: 4%; Pf growth 96h: 23%

Results for Cc1cc2cc(CNS(=O)(=O)c3ccc4ccccc4c3)ccc2n1C ?
Shiga toxin inh: -7; AmpC no deterg: -27%; LmPK inh: -1%; Pf growth 48h: inconclusive; CHX counter: 0; Tb PYK inh: -2%; Pf growth 96h: inconclusive

How did Cc1cccc(OCC(=O)N/N=C/c2ccccc2C(=O)O)c1 do in these assays?
Shiga toxin inh: 15; AmpC no deterg: -17%; LmPK inh: 4%; Pf growth 48h: 1%; CHX counter: -1; Tb PYK inh: 4%; Pf growth 96h: inconclusive

What do the screens show for `CC(=O)Nc1ccc(C2=NN(c3ccccc3)C(c3ccccc3)C2)cc1` (stereo not drawn)?
Shiga toxin inh: 47*; AmpC no deterg: 55%; LmPK inh: 0%; Pf growth 48h: 9.3µM*; CHX counter: 43*; Tb PYK inh: -5%; Pf growth 96h: 12µM*

Results for Cc1cnc(NC(=O)c2ccc(F)c(S(=O)(=O)N3CCOCC3)c2)s1 ?
AmpC no deterg: -28%; Pf growth 48h: inconclusive; Tb PYK inh: 3%; Pf growth 96h: -43%

How did COC(=O)N1C(=O)[C@@](c2ccccc2)(C2CCCC2)N1C(=O)OC do in these assays?
Shiga toxin inh: 14; AmpC no deterg: 44%; LmPK inh: -1%; Pf growth 48h: 24%; CHX counter: 18*; Tb PYK inh: -1%; Pf growth 96h: 49%[activator]

Results for COc1ccccc1/C=C/CN1CCC(Oc2ccc(C(=O)N3CCCC3)cc2)CC1 ?
Shiga toxin inh: -6; AmpC no deterg: 84%[activator]; LmPK inh: -2%; Pf growth 48h: inconclusive; CHX counter: -1; Tb PYK inh: -5%; Pf growth 96h: 0%

How did COc1ccc2nc(NC(=O)C(NS(=O)(=O)c3cccs3)C(C)C)sc2c1 (stereo not drawn) do in these assays?
Shiga toxin inh: -1; AmpC no deterg: -37%; LmPK inh: 1%; Pf growth 48h: inconclusive; CHX counter: -2; Tb PYK inh: -5%; Pf growth 96h: 83%[activator]

How did CCC(C)[C@H](NC(=O)C1CC(=O)N(c2ccc(OC)cc2)C1)C(=O)NC1CCCC1 (stereo partly drawn) do in these assays?
Shiga toxin inh: 2; AmpC no deterg: -1%; LmPK inh: -8%; Pf growth 48h: 14%; CHX counter: -5; Tb PYK inh: -4%; Pf growth 96h: inconclusive

Results for CCN(CC)C(=O)c1ccc(NC(=O)COC(=O)c2ccc(Cl)s2)cc1 ?
AmpC no deterg: 19%; Pf growth 48h: -18%; Tb PYK inh: 0%; Pf growth 96h: -9%

What do the screens show for `CN(CC(=O)Nc1cccc(S(=O)(=O)N2CCCCC2)c1)Cc1ccc(F)cc1`?
AmpC no deterg: -3%; Pf growth 48h: 13µM*; Tb PYK inh: 2%; Pf growth 96h: 9.3µM*

How did COc1cccc(-c2csc(NC(C)=O)n2)c1 do in these assays?
Shiga toxin inh: 87*; AmpC no deterg: -22%; LmPK inh: 0%; Pf growth 48h: 44%[activator]; CHX counter: 47*; Tb PYK inh: -14%; Pf growth 96h: 16%

How did CC(C)Oc1ccc(C(=O)NCC(=O)Nc2ccc3c(c2)CCC3)cc1 do in these assays?
AmpC no deterg: -14%; Pf growth 48h: 35%[activator]; Tb PYK inh: -2%; Pf growth 96h: 37%[activator]

How did O=S(=O)(c1cccc(-c2nnc(SCc3ccc(Cl)cc3)o2)c1)N1CCCCC1 do in these assays?
Shiga toxin inh: -25; AmpC no deterg: -16%; LmPK inh: -4%; CHX counter: -2; Tb PYK inh: 0%; Pf growth 96h: 10%

Results for CC1CCCN(C(=O)c2cccc(S(=O)(=O)Nc3cc(C(F)(F)F)ccc3Cl)c2)C1 (stereo not drawn) ?
Shiga toxin inh: 0; AmpC no deterg: 6%; LmPK inh: 13%; Pf growth 48h: 4%; CHX counter: -1; Tb PYK inh: -7%; Pf growth 96h: -14%

Compound activity: PubChem BioAssay, National Center for Advancing Translational Sciences (NCATS)
